KDM5B inhibitor: Primary screen for KDM5B Histone Demethylases FDH-coupled qHTS; KDM5B demethylase, FDH-coupled NADH fluorescence (FDH is formaldehyde dehydrogenase); Lysine-specific demethylase 5B (Homo sapiens), Q9UGL1; AID 1347165, 2019; 220,000 tested, 2.6% active; Potency, µM (highest dose often 57.7 µM), without a hit: at the highest dose activity change, negative = inhibition, actives largely listed as inhibitors; active means well fitted inhibition curve with a large enough effect; inconclusive means small, poorly fitted or top-dose-only effect; inactive means no such curve, though single readings can be large or run the other way; further: 0% is about no effect; nearly all actives have a fitted effect of over 70% in size
Target sequence (Q9UGL1 whole entry, looked up): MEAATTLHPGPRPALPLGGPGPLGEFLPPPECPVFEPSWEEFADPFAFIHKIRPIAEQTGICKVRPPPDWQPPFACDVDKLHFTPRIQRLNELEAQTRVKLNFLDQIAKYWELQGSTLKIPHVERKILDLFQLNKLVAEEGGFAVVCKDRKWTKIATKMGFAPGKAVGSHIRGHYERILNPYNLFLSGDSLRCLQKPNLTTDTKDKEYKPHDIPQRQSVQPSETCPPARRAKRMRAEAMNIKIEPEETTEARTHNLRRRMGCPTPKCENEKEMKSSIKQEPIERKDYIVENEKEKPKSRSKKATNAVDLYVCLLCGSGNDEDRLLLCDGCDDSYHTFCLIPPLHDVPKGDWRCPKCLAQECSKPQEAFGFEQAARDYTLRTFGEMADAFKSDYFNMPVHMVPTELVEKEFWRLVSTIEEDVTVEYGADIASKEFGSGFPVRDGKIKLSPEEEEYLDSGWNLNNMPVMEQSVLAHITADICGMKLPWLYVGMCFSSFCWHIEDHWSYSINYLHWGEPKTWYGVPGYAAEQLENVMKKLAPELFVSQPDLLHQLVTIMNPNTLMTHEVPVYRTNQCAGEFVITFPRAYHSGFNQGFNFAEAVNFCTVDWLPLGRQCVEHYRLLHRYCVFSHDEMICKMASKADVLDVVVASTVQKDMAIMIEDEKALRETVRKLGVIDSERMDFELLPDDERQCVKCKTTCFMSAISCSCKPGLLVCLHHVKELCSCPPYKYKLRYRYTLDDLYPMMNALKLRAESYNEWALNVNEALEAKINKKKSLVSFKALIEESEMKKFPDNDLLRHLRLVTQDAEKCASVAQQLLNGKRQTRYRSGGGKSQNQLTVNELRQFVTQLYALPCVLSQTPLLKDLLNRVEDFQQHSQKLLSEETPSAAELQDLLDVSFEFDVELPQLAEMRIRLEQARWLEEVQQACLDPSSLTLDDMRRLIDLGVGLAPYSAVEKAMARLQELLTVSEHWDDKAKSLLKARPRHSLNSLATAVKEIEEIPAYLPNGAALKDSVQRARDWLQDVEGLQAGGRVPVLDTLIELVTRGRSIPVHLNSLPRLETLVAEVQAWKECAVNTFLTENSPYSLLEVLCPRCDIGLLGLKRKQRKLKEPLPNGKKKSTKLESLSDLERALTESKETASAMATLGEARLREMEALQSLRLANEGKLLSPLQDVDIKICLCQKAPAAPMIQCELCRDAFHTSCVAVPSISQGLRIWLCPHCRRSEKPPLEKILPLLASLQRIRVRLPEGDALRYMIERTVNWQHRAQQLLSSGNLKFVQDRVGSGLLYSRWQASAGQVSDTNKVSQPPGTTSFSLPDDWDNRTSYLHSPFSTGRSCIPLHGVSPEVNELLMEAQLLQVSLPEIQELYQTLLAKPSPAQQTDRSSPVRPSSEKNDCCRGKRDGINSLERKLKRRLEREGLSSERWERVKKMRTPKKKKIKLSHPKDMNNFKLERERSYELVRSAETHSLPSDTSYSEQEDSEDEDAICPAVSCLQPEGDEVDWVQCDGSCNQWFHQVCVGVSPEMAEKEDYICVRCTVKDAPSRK
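KDM5BΔAP (200 nM final) in 50 mM HEPES pH 7.5, 0.01% Tween-20 was preincubated 10 min at RT with compound over a concentration range. Substrate mix (H3K4me3 12.5 µM, α-KG 25 µM, Fe²⁺, ascorbate, NAD⁺, FDH) was added, and NADH fluorescence change over 30 min gave dose-response curves.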
* = called active by the depositor; i = inactive; ? = inconclusive; [ ] = dose if it differs, or a comment. Potency means the concentration at half of the fitted maximal effect. A portion of the library; the hit share may differ from the screen's.

KDM5B inhibitor,compound
-17.0%,Cc1ccc(CNC(=O)N2CCCCCNC(=O)[C@@H]3CCCC[C@@H]32)cc1
-28.6%,CCOc1ccc(CCNC(=O)CSc2cc(=O)n(C)c3ccccc23)cc1OCC
-29.0%,Cc1cc(C)n(C2CCN(c3nccc(-c4ccccn4)n3)C2)n1 (stereo not drawn)
?,Cc1cccc(-n2cc(CN3CCCC(C)(O)C3)c(-c3cccc(F)c3)n2)c1 (stereo not drawn)
?,Cc1nc(-c2ccccc2)sc1CCNS(=O)(=O)c1ccccc1
29.8%,Cc1ccc(-n2c(SCc3ccc(C(=O)O)cc3)nnc2-c2ccncc2)cc1
-18.0%,CCOc1ccc2c(n1)CCN(C(=O)c1nccn1C)C2
20.6%,Cc1noc(C2CCCCCN2C(=O)c2ccccc2)n1 (stereo not drawn)
-5.0%,Cc1ccc(Cn2c(C(C)NC(=O)c3ccccc3)nc3ccccc32)cc1 (stereo not drawn)
79.4µM*,C[S+](=O)([O-])c1ccc(-c2nc(C(=O)NCCc3ccc(Cl)cc3)n3ccncc23)cc1
-1.6%[149 µM],Cc1cc(Cl)ccc1-c1cccc(CN)c1
10.2%,COc1ccc(CCC(=O)C(C#N)C(=O)Nc2cccc(C)c2)cc1 (stereo not drawn)
8.0%,Cc1ccc(CC(=O)NC2CCC(C)CC2)cc1C (stereo not drawn)
-11.0%,Cc1ccc2c(=O)cc(C(=O)Nc3ccc(S(=O)(=O)N(C)Cc4ccccc4)cc3)oc2c1C
-9.6%,CCOC(=O)c1ccc2oc(=O)n(Cc3ccccc3)c2c1
-8.5%,COCc1nc(CCNC(=O)c2cc(C)n(C)n2)no1
?,c1ccc2c(CN3CC(Oc4ccc5c(c4)OCO5)C3)cccc2c1
-15.6%,Cc1cc2oc(=O)cc(CN3CCN(CCO)CC3)c2cc1Cl
-13.6%,O=C(CSc1nnc2ccc3ccccc3n12)c1ccc(F)cc1
16.5%,Cc1nc2ccc(C(=O)N3CCN(CC(=O)N4CCCCCC4)CC3)cc2nc1C

More entries:
KDM5B inhibitor,compound
-4.3%,CC(C)(C)c1ccccc1NC(=O)CCC(=O)O
8.6%,CCc1ccc2c(CN3CCNC(=O)C3)cc(=O)oc2c1
4.7%,CC(=O)Nc1ccc(NC(=O)CSCc2csc(-c3ccc(C)cc3)n2)cc1
-21.3%,CC1(C(=O)N2CCCC2C(=O)Nc2ccccc2Oc2cccnc2)CC1 (stereo not drawn)
-30.7%,COc1ccc(S(=O)(=O)Nc2ccc(C)n(CC(=O)O)c2=O)cc1
?,O=C(N[C@@H]1CCN(C(=O)c2ccc3cc[nH]c3c2)C[C@H]1O)c1cnccn1
12.5%,Cc1nn(C)c(C)c1S(=O)(=O)N1CCC(c2noc(-c3ccccc3)n2)C1 (stereo not drawn)
?,CC(C)c1nc(CNC(=O)c2ccc(CC3CCCNC3)cc2)cs1 (stereo not drawn)
?,Cc1ccc(N2CCN(C(=O)c3ccc4c(c3)N(C)C3CCCCCN3C4=O)CC2)cc1 (stereo not drawn)
3.8%,O=C(Cn1cnc2c(oc3ccccc32)c1=O)Nc1ccc(OC(F)(F)F)cc1
-23.5%,O=C(Nc1ccc(S(=O)(=O)N2CCCCC2)cc1)c1cc2c(=O)n3ccccc3nc2s1
-8.7%,CCC(=O)N1CCC(n2c(C)cnc2-c2cccnc2)CC1
?,COc1cccc(Nc2cn(C)c(=O)n3cc(COc4ccccc4)nc23)c1
2.5%,Cc1ccc(C(=O)c2cn(CC(=O)NCc3ccccc3Cl)c3nc(C)ccc3c2=O)cc1
-13.4%,CSc1ncc(C(=O)Nc2cccc(Cl)c2)c(C)n1
7.9%,Cc1ccc2nc(-c3cccnc3)cc(C(=O)O)c2c1
-4.1%,Cc1noc(C2CC3(CCN(C(=O)Cc4c[nH]c5ccccc45)CC3)CN2C)n1 (stereo not drawn)
-22.3%,CCc1ccc(NS(=O)(=O)c2ccc3[nH]cc(C(=O)NC4CCCC4)c(=O)c3c2)cc1
-22.7%,Cc1nc(C)c(C(=O)N(C)C2CCc3nn(CC4CC4)c(=O)n3CC2)s1 (stereo not drawn)
-12.2%,COc1cccc(CNC(=O)c2cc(C)nc3ccccc23)c1

Looked up by compound from above, 7 records:
KDM5B inhibitor,compound
3.8%,O=C(Cn1cnc2c(oc3ccccc32)c1=O)Nc1ccc(OC(F)(F)F)cc1
-23.5%,O=C(Nc1ccc(S(=O)(=O)N2CCCCC2)cc1)c1cc2c(=O)n3ccccc3nc2s1
?,Cc1ccc(N2CCN(C(=O)c3ccc4c(c3)N(C)C3CCCCCN3C4=O)CC2)cc1 (stereo not drawn)
-30.7%,COc1ccc(S(=O)(=O)Nc2ccc(C)n(CC(=O)O)c2=O)cc1
-21.3%,CC1(C(=O)N2CCCC2C(=O)Nc2ccccc2Oc2cccnc2)CC1 (stereo not drawn)
?,COc1cccc(Nc2cn(C)c(=O)n3cc(COc4ccccc4)nc23)c1
2.5%,Cc1ccc(C(=O)c2cn(CC(=O)NCc3ccccc3Cl)c3nc(C)ccc3c2=O)cc1

The list goes on:
KDM5B inhibitor,compound
-27.6%,CCS(=O)(=O)Nc1cccc(C2=NN(S(=O)(=O)c3ccc(F)cc3)C(c3ccccc3)C2)c1 (stereo not drawn)
24.9%,Cc1c(C(=O)N2CC(C)OC(C)C2)[nH]c2ccc(Br)cc12 (stereo not drawn)
15.7%,CN=C(C)/C(C(=O)OC)=C(/O)c1ccccc1F
-0.3%,OCC1CN(Cc2ccc(Cl)cc2)CC12CCNCC2 (stereo not drawn)
-8.7%,Cn1cnc2c1c(=O)n(CCCSc1nnnn1-c1ccccc1)c(=O)n2C
?,c1cncc(CN2CCn3c(nnc3C3CCCNC3)C2)c1 (stereo not drawn)
-29.9%,CCc1noc(COc2ccc3c(CC)cc(=O)oc3c2)n1
-9.7%[11.5 µM],Cc1ccc(CCNC(=O)c2cn(C)c3ccc(S(=O)(=O)N4CCC(C)CC4)cc3c2=O)cc1
3.1%,COCCNC(=O)C1COC2(CCN(C(=O)c3ccccc3C)CC2)N1C(=O)c1cccc(OC)c1 (stereo not drawn)
-2.6%,COc1ccc(-c2nc(C)c(CCNC(=O)C(=O)Nc3ccccc3F)s2)cc1
-17.6%,Cc1ccc(CNC(=O)c2sc3nc[nH]c(=O)c3c2C)cc1
?,COc1cc(F)c(CN2CCN(C)C3(CCNC(=O)CC3)C2)c(F)c1 (stereo not drawn)
5.8%,O=C(Cc1ccc(Cl)cc1)NCCc1c[nH]c2ccccc12
?,CC1CC1CNC(=O)c1nccnc1N (stereo not drawn)
17.9%,CC1(C)NC(=O)N(CC(=O)N[C@H](Cc2ccccn2)C2CC(O)C2)C1=O (stereo partly drawn)
21.9%,O=C(O)CC1(CC(=O)N[C@H]2CO[C@H]3[C@@H]2OC[C@@H]3n2nnnc2Oc2ccc(-n3cncn3)cc2)CCCC1
5.4%,S=C1NC2(CCCCC2)N=C1c1ccc(Cl)cc1
1.1%,COCCN1C(=O)CS(=O)(=O)C12CCN(C(=O)c1ccc(F)cc1F)CC2
-19.3%,COCCCNC(=O)c1nn(C)c2c1CS(=O)(=O)c1ccccc1-2
?,O=c1cc(CN(Cc2ccc(F)cc2)C2CCCCC2)nc2ccccn12

The list goes on:
KDM5B inhibitor,compound
?,N#Cc1ccc(C(=O)N2CCCN(Cc3ccncc3)C(c3ccccc3)CC(=O)NCC2)cc1 (stereo not drawn)
10.8%,CNc1nc(-c2ccc3c(c2)CCC(=O)N3)cs1
1.5%,O=C1CCN(S(=O)(=O)c2ccccc2)CCCN(C(=O)NC2CCCCC2)CCN1
16.2%,Cn1c(-c2ccc(S(=O)(=O)N3CCCC3)cc2)csc1=Nc1ccc(Cl)c(Cl)c1
11.5%,O=[N+]([O-])c1cccc2nc(/C=C/c3cccc(O)c3)ccc12
?,OC1CCOC2(CCN(Cc3ccncc3)CC2)C1 (stereo not drawn)
?,COc1ccc(-n2nc3c(N4CCC(C(=O)NCc5cccc(F)c5)CC4)nnc(C)c3c2C)cc1
?,Cc1coc2c(C)c3oc(=O)c(CCC(=O)NCCc4ccccc4F)c(C)c3cc12
-17.8%,O=C(NCc1ccco1)NC1CC(=O)N(CCCc2ccccc2)C1 (stereo not drawn)
-8.2%,C[C@@]12CO[C@@H](CNC(=O)C3CCCC3)O[C@@H]1CC[C@]1(C)[C@@H]2CC[C@@H](O)[C@H]1CC(=O)NCc1ccc(F)cc1
-9.8%,N#Cc1ccccc1CNc1ccc(F)c(Cl)c1
12.5%,COc1cccc(CN(CC(=O)NC2CCCCC2)C(=O)c2csnn2)c1
-6.2%,COc1ccc(N2CCN(C(=O)CN3C(=O)NC4(CCCCC4)C3=O)CC2)cc1
8.6%,CCOc1ccc2c(c1)c1nnc(SCC(=O)NC3CC3)nc1n2C
?,CCOC(=O)c1cnc2nc(NCc3cccc(Br)c3)[nH]n2c1=O
15.2%,Cc1cnc(C(=O)NC2C[C@H]3CC[C@@H](C2)N3C(=O)C2(c3ccccc3)CC2)cn1 (stereo partly drawn)
?,CC(C)CCN1CCc2c(n(CCOc3ccccc3)n(-c3ccccc3)c2=O)C1
-0.8%,CC(=O)Nc1ccc(C(=O)N(C2=NC(C)CS2)c2ccc(Cl)cc2)cc1 (stereo not drawn)
20.1%,O=S(=O)(c1cccc(C(F)(F)F)c1)c1ccc(O)cn1
-13.7%,Cc1ccc(-c2noc(-c3c(C)noc3C)n2)cc1

(further entries)
KDM5B inhibitor,compound
i,CCn1c2c(c(=O)[nH]c1=O)C(c1ccc(C)cc1)C1=C(COC1=O)N2 (stereo not drawn)
-7.7%,Cc1cc2cc(NS(=O)(=O)c3cc(F)cc(F)c3)ccc2[nH]1
-12.3%,COc1cc(C(=O)N2CCN(CCc3ccncc3)CC2)cc(OC)c1OC
?,CCN(C(=O)CSc1nc2ccccc2nc1Cc1cccc(OC)c1)c1cccc(C)c1
?,Cc1cccc(N2CCN(C(=O)Cn3ncc4c3-c3ccccc3OC4)CC2)c1C
-9.2%,CC(C)(C)c1ccc(Cn2nnc3c(=O)[nH]c(C4CCCN(C(=O)c5cccs5)C4)nc32)cc1 (stereo not drawn)
?,Cc1ccc(CS(=O)(=O)N[C@@H]2CN(c3ncccn3)C[C@H]2CN(C)C)cc1
25.6%,Cc1ccc(C2Cn3nnc(C(=O)N4CCC(C(=O)Nc5cccc(Cl)c5)CC4)c3CO2)cc1 (stereo not drawn)
?,COC[C@@H]1CN(Cc2ccc(C)cn2)C[C@H]1C(=O)N(C)C
13.6%,Cc1ccc(C(=O)OCCCN(C)C)cc1
16.7%,CC1CCN(S(=O)(=O)N2CCCC(c3nncn3C)C2)CC1 (stereo not drawn)
8.9%,CCc1cc(=O)n(CC(=O)N2CCCCC2CC)c(-c2ccccc2)n1 (stereo not drawn)
22.4%,Cc1cc(/C=C(/C#N)c2ccc(C(F)(F)F)cn2)cc(C)c1OCc1ccccn1
-4.4%,O=C(NCCc1ccccc1)C(=O)NCC(c1cccnc1)N1CCN(c2ccccc2F)CC1 (stereo not drawn)
22.2%,Cc1nc(N2CCC(NC(=O)COc3ccccc3)CC2)cc(C(F)(F)F)n1
14.6%,N#C/C(=C/c1cccc(Br)c1)Sc1ccc(Br)cc1
-28.3%,COc1cc(C(=O)NCC(c2ccc(N(C)C)cc2)N2CCCC2)cc(OC)c1OC (stereo not drawn)
15.2%,Cc1ccc(-n2cccc2C=O)cc1C
-4.9%,O=C(Cc1ccc(F)cc1)N1CCC(N2CC3CCCN3C2=O)CC1 (stereo not drawn)
?,CN(C)c1cccc(-c2cc3c(cn2)CN(Cc2ccncc2)CCN3)c1

Exported in CSV form: 5 of the compounds above
Structure,KDM5B inhibitor
O=C(NCCc1ccccc1)C(=O)NCC(c1cccnc1)N1CCN(c2ccccc2F)CC1 (stereo not drawn),-4.4%
Cc1nc(N2CCC(NC(=O)COc3ccccc3)CC2)cc(C(F)(F)F)n1,22.2%
N#C/C(=C/c1cccc(Br)c1)Sc1ccc(Br)cc1,14.6%
COc1cc(C(=O)NCC(c2ccc(N(C)C)cc2)N2CCCC2)cc(OC)c1OC (stereo not drawn),-28.3%
Cc1ccc(-n2cccc2C=O)cc1C,15.2%

New compounds follow
KDM5B inhibitor,compound
-7.7%,C=CCNc1nc(C(=O)OC(C)C(=O)NCC(=O)Nc2c(C)cccc2C)cs1 (stereo not drawn)
-12.0%,O=c1c2ccccc2nc(SCc2nc3ccccc3o2)n1C1CC1
16.2%,CN(c1ccccc1)S(=O)(=O)c1cccc(NC(=O)c2ccncc2)c1
10.2%,O=C(CCc1nc2ccccc2[nH]1)N1C[C@@H](CO)[C@H](c2ccccn2)C1
?,Nc1nccnc1C(=O)NCCC12CC3CC(CC(C3)C1)C2
19.9%,Cc1ccc2oc3c(c(=O)c2c1)C(c1ccc(O)cc1)N(c1nc(C)c(C)s1)C3=O (stereo not drawn)
6.6%,CC(CC(=O)O)CC(=O)NCCN1CCCCC1 (stereo not drawn)
?,O=C(c1ccccc1)N1CCCn2cc(-c3ccc4c(c3)OCO4)nc21
-7.4%[86.2 µM],COCCNC(=O)C[C@@H]1C[C@H]2O[C@H](CNC3CCCCC3)[C@@H](O)[C@H]2O1
6.7%,c1cc(-c2nn[nH]n2)cs1
?,COc1ccc2c(=O)n(CC(=O)N(C)CCc3cnn(C)c3)ccc2c1OC
2.8%,COc1cccc(CC(=O)N2CCCCCCNC(=O)CC2)c1
-18.7%,COc1ccc(CNC(=O)CSc2nnc(C)c3c(C)n(-c4ccccc4)nc23)c(OC)c1
9.5%,Cc1cc(C(=O)Cn2nc(C(=O)O)c3ccccc3c2=O)c(C)[nH]1
-22.4%,COc1ccc(C)cc1NC(=O)Cn1c(N2CCc3ccccc3C2)nc(C)cc1=O
-26.8%,Cc1ccc(-c2csc(Nc3ccccc3)n2)c(C)c1
-10.3%,CCc1ccc(C(=O)Nc2ccc3c(N4CCOCC4)ncnc3c2)cc1
-18.5%,O=C(Nc1ccc(F)cc1)c1nc(SCc2ccccc2F)ncc1Cl

Source: PubChem (National Center for Advancing Translational Sciences (NCATS))
